Bioassay records from PubChem BioAssay.
ER stress rescue: rescue of cells from ER stress-induced death, primary screen, 384-well, CSM14.1, thapsigargin, ATP luminescence (AID 1222); cellular ATP content (survival), % at 20 µM, or EC50 in µM where a hit was titrated; CSM14.1 thapsigargin-induced death rescue, ATP luminescence; higher % means a stronger effect; 190,000 tested, under 10 active;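 active = EC50 below 50 µM in the dose-response confirmation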;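 also: death triggered by thapsigargin at about 15 µM added after 2 h compound pretreatment; cell ATP read after overnight thapsigargin exposure of roughly 18 to 22 hours; normalized against plate controls of thapsigargin alone and 5% DMSO vehicle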
NOD1 inhibition: NOD1 signaling inhibitors, primary screen, cell-based, luminescence, uHTS (AID 1578); NOD1-driven NF-kB luciferase reporter cells, luminescence; higher % means a stronger effect; one-dose inhibition, % at 4 µM; EC50 in µM for titrated hits; actives 1% (n = 290,000); in the data active = inhibition mostly above about 36%, no sharp cut-off; inactive = mostly below about 34%;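 also: HEK-293T reporter cells stimulated with the NOD1 agonist gamma-tri-DAP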
NTR1 agonist: agonists of NTR1, primary screen, imaging, U2OS cells, beta-arrestin-GFP, high content (AID 493036); actives 0.17% (n = 330,000); NTR1-U2OS beta-arrestin-GFP spot imaging, agonist mode; Neurotensin receptor type 1 (Homo sapiens), P30989; activation, % at 20 µM;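 active = activation at or above 40% of the spot to cytoplasm intensity ratio, with at least 20 cells analyzed; inconclusive = wells under 20 cells, flagged as cytotoxic or low count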;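 also: 0% = DMSO without peptide and 100% = 100 nM NTR1 peptide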
Target sequence (P30989 whole entry, looked up): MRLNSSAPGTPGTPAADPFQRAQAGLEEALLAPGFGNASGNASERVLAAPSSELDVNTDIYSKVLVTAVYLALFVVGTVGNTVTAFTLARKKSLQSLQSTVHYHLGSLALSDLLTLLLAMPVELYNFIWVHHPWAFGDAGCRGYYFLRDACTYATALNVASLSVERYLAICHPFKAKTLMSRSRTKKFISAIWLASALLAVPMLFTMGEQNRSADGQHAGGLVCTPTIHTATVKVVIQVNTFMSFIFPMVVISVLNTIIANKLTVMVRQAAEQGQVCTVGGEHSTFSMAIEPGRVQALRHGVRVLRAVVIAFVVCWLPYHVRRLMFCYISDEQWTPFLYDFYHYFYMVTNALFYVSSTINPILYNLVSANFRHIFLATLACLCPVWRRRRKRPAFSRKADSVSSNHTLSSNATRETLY
Yfh1-off respiration: enhancers of respiration in Yfh1-depleted yeast, dose response, Friedreich's ataxia, plus single-dose screen (AID 1465); fold induction at 50 µM; hits with a dose series show EC50 in µM; S. cerevisiae Yfh1-off respiration, WST-1 reduction, 72 h; higher fold induction means a stronger effect; actives 0.074% (n = 220,000);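 active = fold induction of absorbance versus untreated yeast above a set limit, then at least 30% activation at any dose in follow-up; inconclusive = repeats straddling the limit, or above it without dose testing; inactive = fold induction below the set limit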;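 also: activators that raise dye reduction in frataxin-depleted yeast; strong numbers were not always called active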
TNAP activation fold: human TNAP enzyme activators, primary screen, biochemical, luminescent, no phosphate acceptor, uHTS (AID 1001) | Alkaline phosphatase, tissue-nonspecific isozyme (Homo sapiens) | purified TNAP, luminescent activation assay, no phosphate acceptor; higher activation fold means a stronger effect | activation fold at 20 µM; hits with a dose series show EC50 in µM | actives 0.03% (n = 200,000); in the data active = activation fold from about 3, or a potency from the dose series; inactive = the rest, 99 in 100 with activation fold below about 1.6; also: many of its hits are not listed in these tables
HEK293 NOD2/NF-kB: NOD2 signaling inhibitors, cell-based, luminescence, uHTS, HEK293 (AID 1566); HEK293 NOD2/NF-kB luciferase reporter, luminescence; higher % means a stronger effect; actives 0.63% (n = 290,000); inhibition, % at 4 µM; hits with a dose series show EC50 in µM; also: many of its hits are not listed in these tables
GPR55 beta-arrestin: GPR55 agonists via beta-arrestin recruitment, primary screen, imaging, U2OS cells, beta-arrestin-GFP redistribution (AID 1961); G-protein coupled receptor 55 (Homo sapiens); actives 0.048% (n = 290,000); U2OS GPR55 beta-arrestin-GFP redistribution imaging; higher % means a stronger effect; activation, % at 10 µM, or EC50 in µM where a hit was titrated;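 active = activation above 40% with more than 50 cells counted in the well; inconclusive = wells holding fewer than 50 cells, flagged as toxic or sparse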;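 also: U2OS osteosarcoma cells stably expressing GPR55 and beta-arrestin-GFP; plate controls were DMSO negative control for no effect and LPI positive control for full effect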
KOR beta-arrestin-1: KOR antagonists, beta-arrestin recruitment, cell-based, luminescence, uHTS (AID 1778); Kappa-type opioid receptor (Homo sapiens); KOR beta-arrestin recruitment, luminescence, antagonist mode; higher % means a stronger effect; one-dose inhibition, % at 10 µM; IC50 in µM for titrated hits; actives 0.091% (n = 290,000); also: strong numbers were not always called active
KOR beta-arrestin-2: KOR agonists, beta-arrestin recruitment, primary screen, cell-based, luminescence, uHTS (AID 1777) | activation, % at 10 µM; hits with a dose series show EC50 in µM | KOR beta-arrestin recruitment, luminescence; higher % means a stronger effect | actives 0.02% (n = 280,000); in the data active = activation above about 50%, passing the limit was not always enough; also: a part of the inactive calls stands beside numbers as strong as those of hits
NTR1 agonist cell count 20 µM: recorded beside NTR1 agonist, whose call it bears; cell count; measured here: cell count, cytotoxicity flag
An asterisk follows results filed as active; [ ] = remark or other dose. Rule as the data show it, unless noted: active = inhibition above about 50%; inactive = the rest.

O=C(Nc1cccc(-c2nnc(-c3ccccc3)o2)c1)C1CCCCC1 was read as ER stress rescue -2.0%, NOD1 inhibition 31%*, NTR1 agonist 8.3, Yfh1-off respiration inactive, TNAP activation fold 1.1, HEK293 NOD2/NF-kB -44%, GPR55 beta-arrestin -0.1%, KOR beta-arrestin-1 -36%, KOR beta-arrestin-2 -0.1% and NTR1 agonist cell count 20 µM 58.
CN(C)c1nc(-c2ccccc2)c2cc(Cl)ccc2n1 was read as NOD1 inhibition -12%, NTR1 agonist 4.2, HEK293 NOD2/NF-kB 7%, GPR55 beta-arrestin -0.1%, KOR beta-arrestin-1 -7%, KOR beta-arrestin-2 -4.7% and NTR1 agonist cell count 20 µM 54.
For Cc1ccnc(SCC(=O)c2cccs2)n1 the results were ER stress rescue -2.0%, NOD1 inhibition -25%, NTR1 agonist 0.8, Yfh1-off respiration inactive, TNAP activation fold 1.1, HEK293 NOD2/NF-kB -26%, GPR55 beta-arrestin -0.1%, KOR beta-arrestin-1 -14%, KOR beta-arrestin-2 1.7% and NTR1 agonist cell count 20 µM 33.
CCOCC(=O)Nc1nc2c(s1)C(=O)CC(C)(C)C2 was read as NOD1 inhibition 23%, NTR1 agonist 0.0, Yfh1-off respiration inactive, TNAP activation fold 1.2, HEK293 NOD2/NF-kB 5%, GPR55 beta-arrestin -0.3%, KOR beta-arrestin-1 -40%, KOR beta-arrestin-2 -5.0% and NTR1 agonist cell count 20 µM 86.
`CCOc1[nH]n(-c2ccc(Cl)cc2)c(=O)c1C=NCC(=O)OC` gave NOD1 inhibition -39%, NTR1 agonist 0.2, Yfh1-off respiration inactive, TNAP activation fold 1, HEK293 NOD2/NF-kB 11%, GPR55 beta-arrestin 0.2%, KOR beta-arrestin-1 -20%, KOR beta-arrestin-2 -0.2% and NTR1 agonist cell count 20 µM 82.
For O=C(Nc1ccc(Br)cc1F)C1CCCO1 (stereo not drawn) the results were ER stress rescue -2.5%, NOD1 inhibition -35%, NTR1 agonist 1.7, Yfh1-off respiration inactive, TNAP activation fold 1.1, HEK293 NOD2/NF-kB 6%, GPR55 beta-arrestin -0.3%, KOR beta-arrestin-1 -12%, KOR beta-arrestin-2 -3.4% and NTR1 agonist cell count 20 µM 67.
For COc1ccc(C(=O)NC2CCSc3ccccc32)cc1F (stereo not drawn) the results were NOD1 inhibition -23%, NTR1 agonist -0.4, HEK293 NOD2/NF-kB 23%, GPR55 beta-arrestin 0.3%, KOR beta-arrestin-1 -13%, KOR beta-arrestin-2 -3.6% and NTR1 agonist cell count 20 µM 34.
Screening Cc1cc(NC(=O)CCC(=O)N(Cc2ccco2)C(C(=O)NC2CCCC2)c2ccccc2)no1 (stereo not drawn) returned NOD1 inhibition -17%, NTR1 agonist 0.2, HEK293 NOD2/NF-kB 7%, GPR55 beta-arrestin -0.1%, KOR beta-arrestin-1 -13%, KOR beta-arrestin-2 0.9% and NTR1 agonist cell count 20 µM 55.
For N#C/C(C(=O)N1CCOCC1)=C1/SC(Cc2ccccc2)C(=O)N1c1ccccc1 (stereo not drawn) the results were ER stress rescue -1.7%, NOD1 inhibition -22%, NTR1 agonist 0.4, Yfh1-off respiration inactive, TNAP activation fold 1.1, HEK293 NOD2/NF-kB 16%, GPR55 beta-arrestin -0.2%, KOR beta-arrestin-1 -13%, KOR beta-arrestin-2 7.5% and NTR1 agonist cell count 20 µM 65.
`CCCc1cc(C(=O)Nc2cccc(Cl)c2)no1` gave ER stress rescue -1.6%, NOD1 inhibition -25%, NTR1 agonist -1.0, Yfh1-off respiration inactive, TNAP activation fold 1.1, HEK293 NOD2/NF-kB -119%, GPR55 beta-arrestin 1.8%, KOR beta-arrestin-1 6%, KOR beta-arrestin-2 -3.9% and NTR1 agonist cell count 20 µM 70.
Screening Cc1ccc(C2C3C(=O)N(c4ccc(C)cc4)C(=O)C3N3CCCN23)cc1 (stereo not drawn) returned NOD1 inhibition -8%, NTR1 agonist -0.8, Yfh1-off respiration inactive, HEK293 NOD2/NF-kB -10%, GPR55 beta-arrestin -0.1%, KOR beta-arrestin-1 5%, KOR beta-arrestin-2 6.3% and NTR1 agonist cell count 20 µM 38.
Screening Cc1ccc(C(=O)NNC2=NCCC2)cc1 returned ER stress rescue -0.8%, NOD1 inhibition 2%, NTR1 agonist -1.7, Yfh1-off respiration inactive, TNAP activation fold 1.1, HEK293 NOD2/NF-kB 11%, GPR55 beta-arrestin 0.3%, KOR beta-arrestin-1 8%, KOR beta-arrestin-2 -1.2% and NTR1 agonist cell count 20 µM 45.
For CN(c1ccc(C(=O)NCCC2=CCCCC2)cc1)S(C)(=O)=O the results were ER stress rescue -2.9%, NOD1 inhibition 68%*, NTR1 agonist 0.8, Yfh1-off respiration inactive, TNAP activation fold 1.1, HEK293 NOD2/NF-kB -44%, GPR55 beta-arrestin 0.2%, KOR beta-arrestin-1 14%, KOR beta-arrestin-2 1.0% and NTR1 agonist cell count 20 µM 51.
For Cc1nn(-c2ccccc2)c(Cl)c1/C=N\NC(=O)c1cncc(Br)c1 the results were ER stress rescue -1.9%, NOD1 inhibition -29%, NTR1 agonist 11, Yfh1-off respiration inactive, TNAP activation fold 1, HEK293 NOD2/NF-kB 6%, GPR55 beta-arrestin -0.1%, KOR beta-arrestin-1 6%, KOR beta-arrestin-2 -4.7% and NTR1 agonist cell count 20 µM 50.
Screening CCCNC(=O)NC(=O)CSc1nc(C)cs1 returned ER stress rescue 1.8%, NOD1 inhibition -28%, NTR1 agonist -0.2, Yfh1-off respiration inactive, TNAP activation fold 1, HEK293 NOD2/NF-kB 6%, GPR55 beta-arrestin -0.3%, KOR beta-arrestin-1 -14%, KOR beta-arrestin-2 -3.8% and NTR1 agonist cell count 20 µM 37.
`Cc1cccc(C2Nc3cccc4cccc(c34)N2)c1` gave NOD1 inhibition -2%, NTR1 agonist 5.2, HEK293 NOD2/NF-kB -4%, GPR55 beta-arrestin -0.1%, KOR beta-arrestin-1 -22%, KOR beta-arrestin-2 -1.2% and NTR1 agonist cell count 20 µM 76.
Cc1ccc(S(=O)(=O)N(C)C)cc1NC(=O)COC(=O)CCC(=O)c1ccc(F)cc1 was read as ER stress rescue -2.5%, NOD1 inhibition -9%, NTR1 agonist -0.6, Yfh1-off respiration inactive, TNAP activation fold 1.1, HEK293 NOD2/NF-kB 6%, GPR55 beta-arrestin 0.5%, KOR beta-arrestin-1 -6%, KOR beta-arrestin-2 -3.0% and NTR1 agonist cell count 20 µM 101.
Screening COc1cc(/C=N/Nc2nc3ccccc3s2)ccc1OC(=O)c1ccccc1F returned ER stress rescue -1.3%, NOD1 inhibition 20%, NTR1 agonist 1.2, Yfh1-off respiration inactive, TNAP activation fold 1.1, HEK293 NOD2/NF-kB -95%, GPR55 beta-arrestin inconclusive, KOR beta-arrestin-1 37%, KOR beta-arrestin-2 -1.3% and NTR1 agonist cell count 20 µM 57.
For O=C(NCC(O)CO)c1csc(Nc2cccc3ccccc23)n1 (stereo not drawn) the results were NOD1 inhibition -17%, NTR1 agonist 0.4, HEK293 NOD2/NF-kB 6%, GPR55 beta-arrestin -0.1%, KOR beta-arrestin-1 -17%[20 µM], KOR beta-arrestin-2 -2.3% and NTR1 agonist cell count 20 µM 49.
`CN(CCc1ccccn1)C(=O)CC1C(=O)NCCN1Cc1ccccc1C(F)(F)F` (stereo not drawn) gave ER stress rescue 1.1%, NOD1 inhibition -9%, NTR1 agonist 0.2, Yfh1-off respiration inactive, TNAP activation fold 1, HEK293 NOD2/NF-kB -5%, GPR55 beta-arrestin -0.1%, KOR beta-arrestin-1 12% and NTR1 agonist cell count 20 µM 66.

The final two entries of the section above come first, to join the parts.
For O=C(NCC(O)CO)c1csc(Nc2cccc3ccccc23)n1 (stereo not drawn) the results were NOD1 inhibition -17%, NTR1 agonist 0.4, HEK293 NOD2/NF-kB 6%, GPR55 beta-arrestin -0.1%, KOR beta-arrestin-1 -17%[20 µM], KOR beta-arrestin-2 -2.3% and NTR1 agonist cell count 20 µM 49.
`CN(CCc1ccccn1)C(=O)CC1C(=O)NCCN1Cc1ccccc1C(F)(F)F` (stereo not drawn) gave ER stress rescue 1.1%, NOD1 inhibition -9%, NTR1 agonist 0.2, Yfh1-off respiration inactive, TNAP activation fold 1, HEK293 NOD2/NF-kB -5%, GPR55 beta-arrestin -0.1%, KOR beta-arrestin-1 12% and NTR1 agonist cell count 20 µM 66.
Screening O=C(NC(=S)Nc1cccc([N+](=O)[O-])c1)c1ccccc1 returned NOD1 inhibition -6%, NTR1 agonist 1.4, Yfh1-off respiration inactive, HEK293 NOD2/NF-kB -38%, GPR55 beta-arrestin -0.3%, KOR beta-arrestin-1 5%, KOR beta-arrestin-2 1.3% and NTR1 agonist cell count 20 µM 49.
Screening Cc1ccc(SCCNCc2ccco2)cc1 returned NOD1 inhibition 23%, NTR1 agonist 0.3, HEK293 NOD2/NF-kB 12%, GPR55 beta-arrestin 0.8%, KOR beta-arrestin-1 -32%[20 µM], KOR beta-arrestin-2 -4.6% and NTR1 agonist cell count 20 µM 66.
COc1ccccc1-c1ccc(/C=C2/C=C(CC(C)C)OC2=O)o1 was read as ER stress rescue -4.5%, NOD1 inhibition -36%, NTR1 agonist -0.4, Yfh1-off respiration inactive, TNAP activation fold 0.8, HEK293 NOD2/NF-kB 4%, GPR55 beta-arrestin -0.2%, KOR beta-arrestin-1 -39%, KOR beta-arrestin-2 0.7% and NTR1 agonist cell count 20 µM 48.
CN1CCN(CCCNC(=S)Nc2ccc(F)c(Cl)c2)CC1 was read as ER stress rescue -1.6%, NOD1 inhibition 2%, NTR1 agonist -0.1, Yfh1-off respiration inactive, TNAP activation fold 1, HEK293 NOD2/NF-kB -7%, GPR55 beta-arrestin 0.2%, KOR beta-arrestin-1 -24%, KOR beta-arrestin-2 66% and NTR1 agonist cell count 20 µM 67.
O=C(NCC1OCCc2ccccc21)c1ccc(NC(=O)c2cccc(Br)c2)cc1 (stereo not drawn) was read as ER stress rescue 2.6%, NOD1 inhibition -29%, NTR1 agonist -1.5, Yfh1-off respiration inactive, TNAP activation fold 1, HEK293 NOD2/NF-kB 3%, GPR55 beta-arrestin -0.2%, KOR beta-arrestin-1 6%, KOR beta-arrestin-2 -1.9% and NTR1 agonist cell count 20 µM 47.
For Cc1ccc(NC(=O)CN(C)Cc2nc3c(Br)cc(Br)cc3c(=O)[nH]2)cc1 the results were ER stress rescue 2.1%, NOD1 inhibition -23%, NTR1 agonist 4.1, Yfh1-off respiration inactive, TNAP activation fold 1.5, HEK293 NOD2/NF-kB 9%, GPR55 beta-arrestin -0.5%, KOR beta-arrestin-1 -11%, KOR beta-arrestin-2 -2.7% and NTR1 agonist cell count 20 µM 70.

Some of the compounds tested, so the mix of outcomes need not match the whole.
